Screens from PubChem BioAssay.
SMN2 splice enh: increases expression of the SMN2 splice variant; Potency, µM (series often up to 46.1 µM), without a hit: at the highest dose activity change, positive = activation, hits mostly activators; HEK293 SMN2-luciferase splicing reporter, luminescence, 30-36 h; 2.8% of 210,000 active; AID 1458; further: % of control where 0% means no effect; nearly all actives have a fitted effect of over 55% in size
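HEK293 cells carry an SMN2 […]–luciferase reporter in which exon 7 inclusion puts luciferase in frame. Cells were plated 10-12 h before compound addition, then incubated 30-36 h at 37C. ONE-Glo luminescence was read; sodium butyrate at 4.5 mM final served as control.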
GAA glycogen: GAA glycogen-cleavage inhibition or activation. AID 2100. Potency, µM (titrated, usually from 76.4 µM), without a hit: at the top dose activity change, negative = inhibition, most hits filed as inhibitors. recombinant GAA, glycogen substrate, Amplex Red glucose oxidase fluorescence. 0.38% of 300,000 active;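 further: 0% = full enzyme reaction and -100% = no-enzyme basal signal; the screen sought inhibitors and activators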
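Recombinant human alpha-glucosidase (4 nM final) hydrolysed bovine liver glycogen (30 ug) for 40 min at 37 C in pH 5.0 citrate/phosphate with 0.01% Tween-20. Released glucose detected by glucose oxidase/Amplex Red, Ex 573/Em 610 nm. Compounds up to 77 uM; AC50 from Hill fits.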
aGal spleen mod: alpha-galactosidase A (human) modulation | P06280 | 0.008% of 240,000 active | human spleen homogenate, 4MU-alpha-Gal fluorescence, 40 min | AID 2107 | Potency, µM (top dose mostly 80 µM), for inactives: at the top dose activity change, negative = inhibition, usual class: inhibitors;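 further: 0% = enzyme with vehicle and -100% = no enzyme basal signal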
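qHTS titration in buffer at pH 5.0. Alpha-galactosidase activity in spleen homogenate was measured via 4-methylumbelliferone release from 1 mM fluorogenic substrate after 40 min at 37C and a pH 10 stop. AC50 came from Hill fits of control-normalized data.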
GAA inhib: blocks human lysosomal alpha-glucosidase; P10253; purified human GAA, 4-MU-alpha-glucoside fluorescence; 0.005% of 200,000 active; Potency, µM (series often up to 76.9 µM), for the others: at the top dose activity change, negative = inhibition, actives largely listed as inhibitors;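 further: plate controls were uninhibited enzyme wells for no effect and no-enzyme background for full effect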
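qHTS format, compound range up to 77 uM. Human lysosomal enzyme at 4 nM, 400 uM 4-MU glucoside substrate, pH 5.0, 20 min room temperature; fluorescence after alkaline stop gives activity normalized to controls.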
GAA spleen mod: inhibits or activates alpha-glucosidase in human spleen homogenate | human spleen homogenate, 4-MU-alpha-glucoside fluorescence | Potency, µM (series often up to 79.9 µM), inactives show at the top dose activity change, negative = inhibition, actives largely listed as inhibitors | 0.006% of 240,000 active;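 further: 0% = enzyme with vehicle and -100% = no enzyme basal signal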
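AC50 values come from Hill-equation fits of concentration-response data, normalized to no-enzyme and full-activity controls. Enzyme source: 1 ug human spleen homogenate; 1 mM fluorogenic 4-MU glucoside, pH 5.0 citrate buffer, 37 C, 40 min.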
KDM4E inh: inhibitors of human JMJD2E histone demethylase; B2RXH2; JMJD2E catalytic domain, FDH-coupled NADH fluorescence (FDH is formaldehyde dehydrogenase); Potency, µM (highest dose often 57.1 µM), for inactives: top-dose activity change, negative = inhibition, usual class: inhibitors; 1.6% of 230,000 active; active means well fitted inhibition curve with a large enough effect, not every such curve was filed as active; inconclusive means small, poorly fitted or top-dose-only effect, or another doubt; inactive means no such curve, though single readings can be large or run the other way;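 further: 0% = wells with enzyme and -100% = buffer wells without enzyme; nearly all actives have a fitted effect of over 50% in size; many of its hits are not listed in these tables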
Target sequence (B2RXH2 1-337 limits assumed): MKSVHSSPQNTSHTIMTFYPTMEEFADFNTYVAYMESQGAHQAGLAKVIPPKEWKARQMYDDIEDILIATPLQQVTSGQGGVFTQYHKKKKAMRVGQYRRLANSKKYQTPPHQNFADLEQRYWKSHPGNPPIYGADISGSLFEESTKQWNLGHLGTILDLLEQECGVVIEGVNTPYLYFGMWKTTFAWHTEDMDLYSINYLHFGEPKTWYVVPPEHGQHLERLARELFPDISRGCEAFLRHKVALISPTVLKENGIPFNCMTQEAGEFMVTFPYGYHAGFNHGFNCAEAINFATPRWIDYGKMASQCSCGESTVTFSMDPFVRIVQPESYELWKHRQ
GoLoco inh red: RGS12 GoLoco-Gai1 interaction inhibition. P63096. Gai1:RGS12 GoLoco peptide FP, rhodamine, 10 min. Potency, µM (highest dose often 61.6 µM), for the others: top-dose activity, negative = inhibition, hits mostly inhibitors. 0.44% of 230,000 active. AID 880; active means well fitted inhibition curve with a large enough effect, not every such curve was filed as active; inactive means no such curve, though single readings can be large or run the other way; further: on the % scale 0 is the no-effect control and ±100 the full control effect; nearly all actives have a fitted effect of over 30% in size; many of its hits are not listed in these tables
Target sequence (P63096 whole entry, looked up): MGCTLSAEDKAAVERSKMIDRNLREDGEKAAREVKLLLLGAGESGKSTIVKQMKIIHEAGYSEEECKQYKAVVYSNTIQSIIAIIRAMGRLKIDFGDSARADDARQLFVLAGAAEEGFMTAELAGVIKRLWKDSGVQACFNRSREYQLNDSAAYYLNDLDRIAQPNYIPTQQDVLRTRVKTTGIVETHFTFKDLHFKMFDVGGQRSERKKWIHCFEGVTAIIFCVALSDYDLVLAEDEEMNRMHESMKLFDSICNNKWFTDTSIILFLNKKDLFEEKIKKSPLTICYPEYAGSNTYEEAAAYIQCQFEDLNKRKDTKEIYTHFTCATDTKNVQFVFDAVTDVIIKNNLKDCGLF
ALDH1A1 block: ALDH1A1 (human) enzyme inhibition. Potency, µM (highest dose often 75.3 µM), for the others: at the highest dose activity, negative = inhibition, hits mostly inhibitors. P00352. 7.3% of 220,000 active. Purified ALDH1A1, NADH fluorescence, propionaldehyde substrate; active means well fitted inhibition curve with a large enough effect, not every such curve was filed as active; inconclusive means small, poorly fitted or top-dose-only effect, or another doubt; inactive means no such curve, though single readings can be large or run the other way;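 further: plate controls were no enzyme wells and a reference inhibitor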
* = called active by the depositor; ? = inconclusive; . = not tested or not shown; [ ] = another dose, or the depositor's remark. Unless noted, the call rests on the fitted dose curve; in most records, active means well fitted curve in the direction sought with a large enough effect; inconclusive means small, poorly fitted or top-dose-only effect, or another doubt; inactive means no such curve, though single readings can be large; an effect the other way counts as inactive or inconclusive. Potency means the concentration at half of the fitted maximal effect. This is a subset. The share of hits here may be higher or lower than overall.

Compound,SMN2 splice enh,GAA glycogen,aGal spleen mod,GAA inhib,GAA spleen mod,KDM4E inh,GoLoco inh red,ALDH1A1 block
CC(C)(C)C(=O)/C=C/Nc1ccccc1O,-4%,14µM*,11%,2%,0%,-8%,18%,-14%
Cc1ccc(NC(=O)C(C)c2cccc(C(=O)c3ccccc3)c2)cc1 (stereo unspecified),-7%,-10%,-11%,-2%,-4%,-7%,30%[activator],?
COc1ccc(OC)c(C(=O)CSc2nnc(-c3ccc(OC)c(OC)c3)o2)c1,?,3%,12%,-7%,-11%,?,1%,-2%
Cc1c(NC(=S)NC(=O)c2ccc(Br)o2)c(=O)n(-c2ccccc2)n1C,5%,-24%,-2%,-2%,-18%,-4%,6%,-4%
COc1cc(Cl)c(C)cc1NC(=O)CSc1ccc(C)cc1,-16%,13%,2%,6%,-9%,-2%,14%,-4%
CCN(CC)S(=O)(=O)c1cccc(C(=O)N[C@@H](C)c2nc3ccccc3[nH]2)c1,-2%,11%,5%,6%,4%,-6%,-5%,?
O=C(/C=C/c1ccccc1)c1ccc2c3c(cccc13)CC2,.,-2%,5%,-4%,0%,-1%,.,2%
CCOc1ccc(C2N(c3ccc(OC)cc3)C(=O)C3CCCN32)cc1OC (stereo unspecified),9%,-15%,4%,0%,-1%,3%,-14%,-2%
Cc1onc(-c2c(F)cccc2Cl)c1C(=O)Nc1cccc(S(=O)(=O)NCc2ccco2)c1,-19%,-3%,-3%,-5%,1%,0%,9%,-8%
CC(C)c1ccc(OCC(O)CN2CCN(c3ccccc3)CC2)cc1 (stereo unspecified),7%,-1%,0%,-5%,-16%,-8%,-4%,?
O=c1c2ccccc2nnn1CSc1nnc(C2COc3ccccc3O2)n1-c1ccccc1 (stereo unspecified),-1%,3%,-5%,-5%,3%,2%,-7%,-15%
CC1(C)SC(=S)N(/N=C/c2ccccc2)C1N(O)C(=O)Nc1ccc([N+](=O)[O-])cc1 (stereo unspecified),-61%[inhibitor],-17%,5%,0%,-3%,1%,-18%,?

Reprinted from the part before: two compounds; new compounds follow.
Compound,SMN2 splice enh,GAA glycogen,aGal spleen mod,GAA inhib,GAA spleen mod,KDM4E inh,GoLoco inh red,ALDH1A1 block
O=c1c2ccccc2nnn1CSc1nnc(C2COc3ccccc3O2)n1-c1ccccc1 (stereo unspecified),-1%,3%,-5%,-5%,3%,2%,-7%,-15%
CC1(C)SC(=S)N(/N=C/c2ccccc2)C1N(O)C(=O)Nc1ccc([N+](=O)[O-])cc1 (stereo unspecified),-61%[inhibitor],-17%,5%,0%,-3%,1%,-18%,?
O=C(NC1CCCCCC1)c1cccc(COCC(F)(F)F)c1,-24%,8%,-2%,2%,-4%,6%,3%,-2%
N#Cc1cccc(-c2ccc3ncnc(N4CCNCC4)c3c2)c1,.,.,2%,.,-6%,.,3%,-2%
Cc1ccccc1NC(=O)Cn1c([N+](=O)[O-])cnc1C,-8%,16%,-3%,-1%,3%,-2%,-1%,-1%
CCOc1[nH]n(-c2ccc(Cl)cc2)c(=O)c1C=NCC(=O)OC,2%,-1%,0%,-2%,.,-9%,6%,9%
CN1/C(=C\C(=O)Nc2ccc(Br)cc2)C(C)(C)c2ccccc21,17%,-4%,4%,2%,-5%,?,-4%,?
CN1CCN(c2ncc3nc(CCc4ccccc4)c(=O)n(Cc4cccs4)c3n2)CC1,-29%,.,-9%,.,8%,.,14%,?
O=C(NCCc1c[nH]c2ccccc12)C(=O)NCC1CCCO1 (stereo unspecified),-8%,13%,1%,14%,-11%,6%,11%,5%
C=CCn1cc(C(=O)NCc2cccnc2)c(=O)c2cc(S(=O)(=O)N(CC)CC)ccc21,-20%,9%,-6%,-5%,3%,-1%,-3%,?
O=C(N/N=C/c1cccnc1)C1CCCCC1,.,-5%,8%,-11%,1%,-12%,9%,?
CC(C)CN1CC2(CCN(C(=O)c3cnccn3)CC2)C1,11%,.,-12%,.,-5%,.,4%,0%
Cc1noc(C)c1COc1cccc(C(=O)OC(C)C(=O)Nc2c(C)n(C)n(-c3ccccc3)c2=O)c1 (stereo unspecified),.,4%,-5%,3%,-2%,3%,-4%,?
COc1ccc(C2=NOC(C(=O)Nc3c(C)n(C)n(-c4ccccc4)c3=O)C2)cc1 (stereo unspecified),-6%,-8%,-7%,-1%,-1%,3%,9%,16%

Structures listed so far printed as active in GAA glycogen:
canonical_smiles,SMN2 splice enh,GAA glycogen,KDM4E inh,GoLoco inh red,ALDH1A1 block
CC(C)(C)C(=O)/C=C/Nc1ccccc1O,-4%,14µM*,-8%,18%,-14%

Next part:
Compound,SMN2 splice enh,GAA glycogen,aGal spleen mod,GAA inhib,GAA spleen mod,KDM4E inh,GoLoco inh red,ALDH1A1 block
Cc1ccccc1Nc1sc(C(=O)Nc2cccc(Cl)c2)c(N)c1C(N)=O,10%,?,7%,-1%,-2%,-4%,-4%,1%
COc1ccc(NC(=O)CCN2CCN(S(=O)(=O)c3ccc(Cl)cc3)CC2)cc1,-5%,-1%,-7%,-2%,-8%,7%,2%,-12%
NS(=O)(=O)c1ccc(-c2ccc(/C=N/Nc3ccc(C(=O)O)cc3)o2)cc1,.,?,8%,.,2%,?,-1%,.
COc1c(C(CC(C)C)OC(C)=O)ccc2c1C(=O)OCc1cc(C)cc(O)c1O2 (stereo unspecified),.,-4%,0%,.,-3%,-3%,0%,.
COc1nc(-c2ccccc2)cc(-c2ccccc2)n1,14%,1%,-13%,3%,1%,-7%,12%,-4%
CCOc1cc(NC(=S)Nc2ccccc2OC)c(OCC)cc1NC(=O)c1ccccc1C,-10%,?,5%,5%,-12%,-26%,-3%,?
CCN(CC)CCNC(=O)Cn1c(-c2ccccn2)nc2ccccc21,5%,4%,9%,-1%,2%,?,9%,?
COc1ccc(C)cc1NC(=O)COC(=O)Cc1ccc(-c2ccccc2)cc1,.,5%,2%,2%,1%,7%,.,-1%
CCCC(=O)N=C1SC2CS(=O)(=O)CC2N1c1ccc(C(C)=O)cc1 (stereo unspecified),1%,-5%,13%,-3%,5%,9%,-7%,-2%
CCN=C(NCC)SC1CC(=O)N(c2ccc(OCC)cc2)C1=O (stereo unspecified),.,-4%,4%,.,3%,-6%,-4%,-10%
COc1ccc(-c2cc(C(F)(F)F)nc(N3CCN(C)CC3)n2)cc1,5%,2%,4%,-5%,2%,?,8%,-9%
COc1c(C)cc(S(=O)(=O)N2CCOCC2)c(C)c1C,1%,-6%,0%,-5%,2%,-8%,12%,-15%
CCCCOc1ccc(C2C3CN(C(=O)OCC)CC=C3C(C#N)=C(N)C2(C#N)C#N)cc1OC (stereo unspecified),-44%[inhibitor],-7%,7%,-13%,-9%,?,10%,?
COc1cc2c(cc1OC)CN(CC(=O)NC(=O)NCc1ccco1)CC2,9%,24%,2%,-9%,5%,?,5%,?
Cc1cc(C(=O)CN2CC(C)OC(C)C2)c(C)n1-c1ccccc1 (stereo unspecified),?,2%,0%,-5%,-3%,-9%,-1%,-7%
CC(C)(C)n1c(=O)[nH]c2c(c1=O)CCC2,9%,5%,-3%,-2%,-2%,6%,5%,-4%
O=C(NCc1cccnc1)c1cccc(S(=O)(=O)N2CCOCC2)c1,-15%,0%,-1%,-8%,-2%,3%,3%,-2%
CCCCOc1cccc(-c2cc(C(=O)NNC(=S)NCC)c3ccccc3n2)c1,21%,-13%,-10%,-5%,-1%,?,1%,?
COc1ccccc1OCCC(=O)NCc1ccc2c(c1)OCO2,5%,-13%,-4%,-4%,-6%,0%,5%,4%
Cc1cc(Cl)c(S(=O)(=O)N2CCCCCC2)cc1OCC(=O)NC1CCCCC1,-86%[inhibitor],-10%,3%,-13%,-2%,-9%,8%,?
O=c1[nH][nH]c(-c2ccccc2)c1C=Nc1ccc(OC(F)(F)F)cc1,17%,-1%,-3%,-13%,.,-14%,5%,-1%
Cc1cccc(C(=O)NC(=O)Nc2c(C)cc(C)nc2C)c1,29%,-7%,5%,3%,4%,1%,-5%,2%
c1ccc(OCc2nc(-c3ccccc3)no2)cc1,?,-4%,-13%,-6%,-4%,5%,3%,-7%
CC(C)OC(=O)CC(=O)CSc1nc2c(cc1C#N)CCCCC2,?,-14%,-6%,2%,-9%,?,0%,?
Cc1cc(Cl)ccc1C(=O)C1CCCN(C(=O)c2cnsn2)C1 (stereo unspecified),.,-10%,-2%,6%,11%,5%,11%,13%
O=C(c1n[nH]c2ccccc12)N1CCCCC1,-7%,4%,10%,4%,5%,5%,7%,-1%
Cc1ccccc1-n1ccnc1SCC(=O)NCc1ccco1,-17%,-6%,-8%,2%,1%,5%,-2%,-10%
Cc1c(NC(=O)COc2cccc3c2OC(C)(C)C3)c(=O)n(-c2ccccc2)n1C,-3%,-11%,2%,2%,-7%,-1%,-4%,-12%
O=C(c1ccccc1)N1CCC(=O)N1c1ccccc1,-4%[1.84 µM],0%,-1%,-1%,-8%,-5%,-11%,5%
CCCCOc1ccc(NC(=O)C2CC=CCC2C(=O)O)cc1 (stereo unspecified),35%,0%,1%,2%,-6%,6%,4%,-3%
COc1ccc(NC(=O)CS(=O)CC(=O)NCC2OCCc3ccccc32)cc1 (stereo unspecified),21%,-11%,4%,1%,0%,8%,4%,-13%
Cc1nn(-c2ccccc2)c(C)c1/C=N/NC(=O)c1ccccc1NS(=O)(=O)c1cccs1,15%,6%,-1%,-1%,-6%,?,1%,?
COC(=O)[C@@H](NC(=O)Nc1ccc(C(C)=O)cc1)C(C)C,0%,1%,19%,-10%,-12%,7%,9%,2%
CC(C)c1ccc(NC(=O)N2CCC(c3nc4ccccc4o3)CC2)cc1,-21%,3%,-7%,-3%,-8%,-5%,11%,?
